SENP8 inh = blocks the human protease SENP8 | purified SENP8, Z-RLRGG-aminoluciferin cleavage, luminescence | inhibition, % at 10 µM | actives 1.2% (n = 330,000) | Q96LD8
697 NFkB inh = lowers PMA/ionomycin-induced NF-kB signal in 697 B cells; actives 0.33% (n = 330,000); 697 B-cell NF-kB luciferase reporter, 16 h; inhibition, % at 4 µM; AID 435022; in the data active = inhibition above about 35%
Jurkat NFkB inh = lowers PMA/ionomycin-induced NF-kB signal in Jurkat cells | inhibition, % at 4 µM | PMA/ionomycin-induced NF-kB luciferase reporter, luminescence | actives 0.53% (n = 330,000)
Apaf1 inhib = human Apaf-1 inhibition | O14727 | reconstituted apoptosome caspase-3 activity, DEVD-Rh110 fluorescence | inhibition, % at 20 µM | actives 0.71% (n = 330,000) | AID 489030; active = inhibition of at least 40% at 20 µM;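 note: plate controls were DMSO wells for no effect and DEVD-CHO caspase inhibitor wells for full effect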
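Assay system – apoptosome proteins · Medium – Hepes buffer, pH 7.5 · Also added – cytochrome c with DEVD-Rh110 · Timing – 30 min compound preincubation, 50 min activation, room temperature · Detection – Rh110 fluorescence, excitation 480 nm, emission 540 nm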
CCR6 antag = blocks CCL20-driven beta-arrestin recruitment at human CCR6; P51684; CHO-K1 CCR6 PathHunter beta-arrestin, luminescence, CCL20-stimulated; AID 493098; inhibition, % at 20 µM; actives 0.49% (n = 340,000);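 active = compounds whose inhibition of the agonist-driven luminescence signal at 20 µM reaches about 50%, limit read from the data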;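 note: cells stimulated with CCL20 at 14 nM final; plate controls were DMSO with CCL20 for no effect and DMSO without agonist for full effect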
Target sequence (P51684 whole entry, looked up): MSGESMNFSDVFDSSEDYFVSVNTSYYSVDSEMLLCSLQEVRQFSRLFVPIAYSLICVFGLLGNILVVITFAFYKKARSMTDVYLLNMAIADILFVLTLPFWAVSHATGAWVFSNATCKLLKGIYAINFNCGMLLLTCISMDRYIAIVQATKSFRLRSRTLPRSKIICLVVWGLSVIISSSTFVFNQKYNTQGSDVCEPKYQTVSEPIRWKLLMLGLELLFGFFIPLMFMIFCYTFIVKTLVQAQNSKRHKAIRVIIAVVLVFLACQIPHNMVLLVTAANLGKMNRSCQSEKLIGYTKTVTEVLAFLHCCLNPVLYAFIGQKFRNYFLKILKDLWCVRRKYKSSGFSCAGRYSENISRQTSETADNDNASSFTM
EBI2 block = EBI2 (human) antagonism; EBI2 beta-arrestin recruitment, luminescence, 7a,25-OHC stimulated; P32249; actives 0.81% (n = 360,000); AID 651636; inhibition, % at 5 µM; in the data active = inhibition above about 38%;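 note: enzyme fragment complementation signal reports receptor beta-arrestin coupling in cells; 0% = agonist plus DMSO wells and 100% = wells without agonist; some results beyond the cut were filed as inactive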
Target sequence (P32249 whole entry, looked up, the tested form may be a part): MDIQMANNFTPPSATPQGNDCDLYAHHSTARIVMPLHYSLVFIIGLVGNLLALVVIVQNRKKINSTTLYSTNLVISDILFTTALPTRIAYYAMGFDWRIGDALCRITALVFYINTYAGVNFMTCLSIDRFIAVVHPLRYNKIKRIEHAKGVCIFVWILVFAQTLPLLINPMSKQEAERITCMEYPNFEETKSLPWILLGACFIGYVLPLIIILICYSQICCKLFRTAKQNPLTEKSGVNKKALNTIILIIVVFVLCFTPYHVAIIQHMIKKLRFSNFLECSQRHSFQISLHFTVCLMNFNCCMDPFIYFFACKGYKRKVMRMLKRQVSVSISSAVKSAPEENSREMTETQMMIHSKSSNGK
UBC13 polyUb = blocks human UBC13 polyubiquitin chain formation; P61088; TR-FRET; inhibition, % at 20 µM; actives 0.47% (n = 330,000); AID 485273; in the data active = inhibition above about 45%, passing the limit was not always enough
Target sequence (P61088 whole entry, looked up): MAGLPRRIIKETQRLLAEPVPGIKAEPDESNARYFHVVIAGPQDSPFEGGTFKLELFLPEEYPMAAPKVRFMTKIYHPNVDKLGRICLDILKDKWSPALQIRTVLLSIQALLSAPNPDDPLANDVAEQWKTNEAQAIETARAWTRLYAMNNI
Gli-Sufu antag = blocks Gli-Sufu signaling in a luciferase reporter | AID 588413 | inhibition, % at 5 µM | Sufu-KO-LIGHT fibroblasts, Gli luciferase reporter luminescence | actives 0.74% (n = 340,000);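 active = inhibition above about 55%, limit read from the data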;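 note: 0% = DMSO-treated cells and 100% = wells with medium but no cells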
Numbers without * were called inactive; / = no result given. Cut-off read from the data, not from the text of the source, unless noted: active = inhibition above about 50%; inactive = the rest.

mol	Jurkat NFkB inh	CCR6 antag	EBI2 block	SENP8 inh	UBC13 polyUb	697 NFkB inh	Gli-Sufu antag	Apaf1 inhib
NNC(=O)CN1CCN(c2ncc(C(F)(F)F)cc2Cl)CC1	-8	-8	-5	2	6	12	-5	-5
CC(/C=N/n1c(-c2ccco2)n[nH]c1=S)=C\c1ccco1	1	10	8	-7	-10	7	7	2
COC(=O)c1cccc(Nc2ncnc3sccc23)c1	-2	9	0	-7	12	-5	14	-1
CC(C)Oc1ccccc1OCCCOc1cccc2cccnc12	-4	7	14	4	-5	-15	-21	9
COc1ccc(CCNC(=O)C2(C)CCC(=O)N2Cc2ccc(F)cc2Cl)cc1OC (stereo unspecified)	12	1	-10	-4	3	9	3	2
CCCCN(C(=O)c1cc2c(s1)CCC2)c1c(N)n(CCCC)c(=O)[nH]c1=O	3	4	4	14	-7	14	3	6
O=[N+]([O-])c1ccc(CS(=O)(=O)N2CCN(c3ccccc3)CC2)cc1	6	7	8	-2	-6	10	-5	-8
CC(=O)Nc1ccc(N/C=C2/CCCC2=O)cc1	-11	9	-7	-3	-8	9	3	1
Cc1cc(C)cc(NC(=O)NNC(=O)c2cc3occc3[nH]2)c1	-10	15	-12	-11	-7	-41	8	8
CCS(=O)(=O)c1ccc2oc(Nc3ccccc3Cl)nc2c1	-135	-2	3	91*	6	-90	-56	4
Cn1c(SCC(=O)Nc2cc([N+](=O)[O-])ccc2F)nnc1C(F)(F)F	0	-16	0	1	4	17	0	-2
Cc1onc(-c2ccccc2)c1-c1ccc(S(N)(=O)=O)cc1	-6	-5	-2	-5	-14	-5	-2	2
Cc1c(S(=O)(=O)Nc2ccc(Br)cc2)c(=O)n(C)c(=O)n1C	-6	8	0	4	0	2	6	-2
NC(=O)C1CCN(C(=O)c2cccc(S(=O)(=O)N3CCc4ccccc4C3)c2)CC1	20	-5	1	1	2	28	7	-2
Cc1ccc2nc(SCC(=O)N3CCCCCC3)nc(=O)n2c1	12	-12	-15	2	-7	-9	-20	0
C=CCn1c(O)c(N=NC(=O)CNC(=O)c2ccncc2)c2ccccc21	4	8	-13	4	-9	-1	2	2
COc1ccc(NC(=O)COC(=O)Cn2cnc3ccccc3c2=O)cc1OC	-15	5	0	4	12	23	18	-6
S=c1nccc(-c2cc(Cl)sc2Cl)[nH]1	-1	-16	3	-7	-15	4	2	0
Clc1ccc(OCCn2ccnc2)c2ccccc12	9	-8	-5	7	13	-2	7	-8
CCOc1ccc(NC(=O)N2CCN(Cc3ccc4c(c3)OCO4)CC2)cc1	-2	-7	-2	-1	10	7	-1	0
COc1ccc(-c2nc(NC(=O)c3[nH]c(C)c(C(C)=O)c3C)sc2C)cc1	4	2	6	-1	10	7	-5	5
Cc1ccc(S(=O)(=O)Cc2ccc(C(=O)N3CCCCC3C)cc2)cc1 (stereo unspecified)	2	0	-1	7	-1	-13	12	-8
CCCC(C(=O)Nc1ccc(S(=O)(=O)Nc2nccs2)cc1)c1ccccc1 (stereo unspecified)	11	19	0	6	-4	-13	-6	7
c1csc(Cn2c(-c3cccs3)nc3ccccc32)c1	9	25	-15	-4	6	-18	7	4
Nc1ccccc1S(=O)(=O)NC1=NCCCCC1	-13	0	-5	-4	-4	-37	0	4

Reformatted: entries from further up
Value order: Jurkat NFkB inh, CCR6 antag, EBI2 block, SENP8 inh, UBC13 polyUb, 697 NFkB inh, Gli-Sufu antag, Apaf1 inhib
> S=c1nccc(-c2cc(Cl)sc2Cl)[nH]1
    -1, -16, 3, -7, -15, 4, 2, 0
> Clc1ccc(OCCn2ccnc2)c2ccccc12
    9, -8, -5, 7, 13, -2, 7, -8
> CCOc1ccc(NC(=O)N2CCN(Cc3ccc4c(c3)OCO4)CC2)cc1
    -2, -7, -2, -1, 10, 7, -1, 0

(next part)
mol	Jurkat NFkB inh	CCR6 antag	EBI2 block	SENP8 inh	UBC13 polyUb	697 NFkB inh	Gli-Sufu antag	Apaf1 inhib
Cc1c(-c2ccccc2Cl)nc2ccccc2c1C(=O)O	5	4	8	7	3	11	24	1
CCOC(=O)C1=C(C)NC(=O)NC1/C=C/c1ccccc1OC (stereo unspecified)	2	3	6	-5	-4	3	-5	-2
CN1C(=O)c2ccccc2N(C)C1c1ccccc1Cl (stereo unspecified)	4	11	0	3	17	3	10	-5
CC(C)(C)C(=O)Nc1ccc(F)cc1[N+](=O)[O-]	-7	-8	8	-6	4	6	-1	0
Cc1cc(NC(=O)CSc2nnc(-c3ccc(O)cc3)o2)no1	-18	5	-12	-5	-12	-13	-6	-7
O=C(c1cccc(S(=O)(=O)N2CCCC2)c1)N(Cc1ccco1)C1CCS(=O)(=O)C1 (stereo unspecified)	-15	5	-2	-1	1	4	0	-1
Fc1ccccc1CNC(=S)NC1CCCCC1	6	-3	9	-2	0	6	9	5
CN1CCN(C2=NC(=O)/C(=C/c3ccccc3OS(=O)(=O)c3ccccc3)S2)CC1	-20	1	0	-2	-9	-33	2	7
O=C(O)c1cc(N2C(=O)C3C4C=CC(C4)C3C2=O)ccc1N1CCOCC1 (stereo unspecified)	3	-2	-3	7	0	5	31	-9
COCc1nnc(NC(=O)C(C)C)s1	-15	1	-5	2	-3	13	-6	3
Cc1ccccc1C(C)NS(=O)(=O)c1ccc2c(c1)OCCO2 (stereo unspecified)	20	11	2	-7	10	7	0	3
Nc1ncc(Br)cc1S(=O)(=O)NCCC(=O)N1CCN(c2ccccn2)CC1	11	-6	-2	0	12	5	4	-7
COC(=O)C(Cc1ccccc1)NS(=O)(=O)c1ccccc1Br (stereo unspecified)	-10	11	-2	-10	7	-2	2	3
OC(CN1CCN(c2ccccc2F)CC1)c1ccc(F)cc1 (stereo unspecified)	-21	8	-5	3	-2	-11	11	12
COC(=O)c1ccc(CSC2=NC[C@@H]3[C@@H]4C(=O)N(C)C(=O)[C@@H]4[C@](C)(C(=O)OC)N23)cc1	/	-2	-2	/	/	14	3	4
CC(C)CCN1CCN(C2CCN(c3ccccc3)CC2)CC1CCO (stereo unspecified)	-3	-3	-3	0	3	-16	0	-3
O=C(c1ccccc1)N1CCC(c2nc3c(nnn3Cc3ccco3)c(=O)[nH]2)CC1	-10	6	-7	-13	9	-19	-2	9
COc1ccccc1Oc1ccc(Oc2ccccc2OC)cc1	-23	2	7	-9	-8	-21	-22	7
NS(=O)(=O)c1ccc(Cl)c(C(=O)Nc2ccccc2[N+](=O)[O-])c1	-10	-2	-11	-6	1	10	-14	3
CCOc1ncccc1C(=O)OCCCC(=O)c1ccc(Br)cc1	-3	17	2	-11	-3	6	-6	20
COC(=O)c1ccc(Oc2nc3ccccc3n3c(C)nnc23)cc1	-3	8	7	0	-6	8	9	-1
O=C(Cc1nc2ccccc2[nH]1)c1ccc(Cl)cc1	-3	4	15	0	-2	-19	-38	17
O=S1(=O)CCN2C(Cc3ccc(SC(F)F)cc3)=CSC2=N1	11	-7	9	-3	4	-4	2	1
N#Cc1cccc(Nc2c3c(nc4ccccc24)CCC3)c1	8	21	4	4	14	-12	18	5
Cc1ccc(Cn2ncc3c(NCCCN4CCOCC4)ncnc32)cc1	-26	-17	3	-5	1	-20	28	3

Additional records
mol	Jurkat NFkB inh	CCR6 antag	EBI2 block	SENP8 inh	UBC13 polyUb	697 NFkB inh	Gli-Sufu antag	Apaf1 inhib
Cc1cccc(-n2c(C)cc(C)c(C#N)c2=O)c1	-7	-5	-10	4	1	2	-4	-1
Cc1[nH]c2ccccc2c1/C=C/C(=O)c1ccccc1	-3	9	-18	0	-8	23	-8	-2
O=C(CSc1ncn[nH]1)Nc1ccc(S(=O)(=O)N2CCCC2)cc1	2	6	-4	-4	-3	8	-9	-3
Cc1ccc(-n2nnnc2SCC(=O)Nc2ccc(N3CCN(C)CC3)cc2)c(C)c1	-22	0	-6	6	15	-12	15	2
O=C(NC(=S)Nc1cccnc1Cl)c1ccc(Cl)cc1	-86	41	-14	46	-3	-34	-55	14
O=C(OCc1cc2ccccc2[nH]c1=O)c1ccccn1	-25	-5	4	-9	-7	3	2	9
CCOc1ccc(CCNS(=O)(=O)c2ccc3c(c2)NC(=O)CO3)cc1OCC	18	0	-8	-8	-9	-16	43	3
CC(=O)N1CCN(c2ccc(Nc3ncnc4c3oc3ccccc34)cc2)CC1	-34	-21	0	-15	-11	-71	-21	11
O=C(NCCCN1CCOCC1)c1c(O)c2cc(Br)cc(Br)c2[nH]c1=O	-19	22	-10	3	-3	-23	9	-57
CCn1cc(C(=O)NCc2ccco2)c(=O)c2cc(S(=O)(=O)N3CCc4ccccc4C3)ccc21	9	9	8	-2	-17	4	-3	16
O=C(NCCc1ccccc1)c1c(O)c2cccc3c2n(c1=O)CC3	-4	11	-3	-12	11	-6	-1	15
CC(C)(C)NC(=O)CN1C(=O)/C(=C/c2ccccc2)SC1=S	3	3	6	7	-7	7	9	4
COc1ccccc1CNC(=O)c1ccccc1OCc1ccc(F)cc1	8	29	20	11	9	-9	15	16
CC(C)(C)c1ccccc1NC(=S)NCc1ccccc1	8	8	8	-8	-3	-15	0	4
CC(=O)Nc1ccc(-c2csc(Nc3ccc(S(N)(=O)=O)cc3)n2)cc1	2	-2	15	6	-2	28	8	-6
CC12CC3(C)CC(C)(C1)CC(C(N)=O)(C2)C3	12	3	-1	-2	2	3	19	6
Cc1ccccc1OCC(=O)NNC(=O)c1cc(S(=O)(=O)N(C)C)ccc1N1CCCC1	-8	11	1	-1	2	11	-6	7
CN(C)C(=S)NC(=O)c1cccc(Cl)c1	0	-2	-15	-1	-3	-8	42	14
CC1=C(C(=O)OC(C)C)C(c2ccccc2Cl)CC(=O)N1 (stereo unspecified)	-4	4	6	-2	1	-15	2	6
Cc1ccc(S(=O)(=O)c2nc(NCc3ccc4c(c3)OCO4)sc2Cl)cc1	7	15	10	-3	6	8	4	-3
Cn1c(=O)n(C)c2cc(NC(=O)COc3ccc(Cl)cc3)ccc21	12	3	13	-15	-9	5	11	2
CC(=O)Nc1nc(NCc2ccccc2Cl)n(-c2ccccc2)n1	7	7	-8	-6	-6	18	7	-2
O=C1COc2cccnc2N1	-11	-6	-13	7	-2	3	-5	2
O=C(CCC(=O)N1CCN(c2ccc(F)cc2)CC1)c1ccccc1	-3	14	6	-4	3	-7	-9	-3
CC(C)C(=O)Nc1nnc(SCC(=O)NCC2CCCO2)s1 (stereo unspecified)	5	-1	-5	-5	2	8	0	-33

Full records from above.
`CC(C)(C)c1ccccc1NC(=S)NCc1ccccc1` reads Jurkat NFkB inh = 8; CCR6 antag = 8; EBI2 block = 8; SENP8 inh = -8; UBC13 polyUb = -3; 697 NFkB inh = -15; Gli-Sufu antag = 0; Apaf1 inhib = 4
`O=C(CSc1ncn[nH]1)Nc1ccc(S(=O)(=O)N2CCCC2)cc1` reads Jurkat NFkB inh = 2; CCR6 antag = 6; EBI2 block = -4; SENP8 inh = -4; UBC13 polyUb = -3; 697 NFkB inh = 8; Gli-Sufu antag = -9; Apaf1 inhib = -3

New compounds follow
mol	Jurkat NFkB inh	CCR6 antag	EBI2 block	SENP8 inh	UBC13 polyUb	697 NFkB inh	Gli-Sufu antag	Apaf1 inhib
OCC(Cc1ccccc1)Nc1c2ccccc2nc2ccccc12 (stereo unspecified)	-21	-5	-7	-5	6	-32	45	9
O=C(c1ccco1)N1N=C(c2cccs2)CC1c1cc([N+](=O)[O-])ccc1O (stereo unspecified)	6	25	0	15	-17	-28	-3	2
COc1ccc(-c2cn3cccnc3n2)cc1NC(=O)c1cccs1	-1	6	-7	-4	8	29	0	0
CCc1sc(C(=O)Nc2nc(-c3ccccn3)cs2)cc1C	-9	38	6	-11	-30	6	-10	9
Clc1ccccc1Cn1nnc(-c2ccccc2)n1	-25	8	6	5	5	-31	-27	1
Cc1ccc(NC(=O)CN2C(=O)S/C(=C\c3ccc(-c4cccc(C(=O)O)c4C)o3)C2=O)cc1	3	/	/	7	-7	-1	/	3
CC(C)n1c(-c2ccncc2)n[nH]c1=S	11	1	2	-8	2	-2	3	-9
COc1ccc(C(=O)NC(=O)Nc2cc(C)ccn2)cc1	13	2	-4	79*	1	-51	11	4
COc1cc(NC(=O)c2cc(-c3cccnc3)nc3ccc(Br)cc23)cc(OC)c1	5	2	8	1	17	-7	14	2

High-throughput results: PubChem, Sanford-Burnham Center for Chemical Genomics

The list is partial (hit frequency here may not be typical).
